Screens deposited in PubChem BioAssay by several laboratories.
Hck-Nef inh: human Hck-Nef kinase inhibition. P08631. Recombinant Hck-YEEI plus Nef, Z-Lyte FRET kinase assay. inhibition, % at 20 µM. 0.68% of 220,000 active;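 active = Hck-Nef kinase inhibition above about 50%, limit read from the data; inactive = inhibition below that limit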;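 note: 0% = DMSO with Hck plus Nef and 100% = Hck alone without Nef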
PGE2 EP2 inh: blocks the human prostaglandin E2 receptor EP2. C6 glioma cells expressing human EP2, cAMP TR-FRET; cells stimulated with saturating PGE2. 0.52% of 260,000 active. inhibition, % at 25 µM. P43116;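 active = percent inhibition above 40 after rounding to a whole number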;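 note: rat C6 glioma host cells with rolipram phosphodiesterase inhibitor present; the protocol text gives 20 µM as final concentration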
Target sequence (P43116 whole entry, looked up): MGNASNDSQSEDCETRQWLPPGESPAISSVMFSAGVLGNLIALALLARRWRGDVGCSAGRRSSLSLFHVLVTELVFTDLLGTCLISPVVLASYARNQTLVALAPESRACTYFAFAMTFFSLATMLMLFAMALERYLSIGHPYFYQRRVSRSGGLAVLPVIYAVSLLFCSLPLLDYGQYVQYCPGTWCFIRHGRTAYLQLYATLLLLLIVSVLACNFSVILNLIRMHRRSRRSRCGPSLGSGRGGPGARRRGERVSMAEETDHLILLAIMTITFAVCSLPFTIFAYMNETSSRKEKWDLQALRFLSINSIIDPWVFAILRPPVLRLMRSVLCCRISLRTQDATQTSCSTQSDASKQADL
Rad51 HR inh: blocks human Rad51 in homologous recombination. inhibition, % at 10 µM. hRad51 DNA strand exchange, fluorescence dequenching. 0.085% of 200,000 active. Q06609. AID 1385;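 active = inhibition above 40% at the single screening dose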;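 note: 0% = DMSO control wells and 100% = blanks with heterologous ssDNA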
Target sequence (Q06609 whole entry, looked up): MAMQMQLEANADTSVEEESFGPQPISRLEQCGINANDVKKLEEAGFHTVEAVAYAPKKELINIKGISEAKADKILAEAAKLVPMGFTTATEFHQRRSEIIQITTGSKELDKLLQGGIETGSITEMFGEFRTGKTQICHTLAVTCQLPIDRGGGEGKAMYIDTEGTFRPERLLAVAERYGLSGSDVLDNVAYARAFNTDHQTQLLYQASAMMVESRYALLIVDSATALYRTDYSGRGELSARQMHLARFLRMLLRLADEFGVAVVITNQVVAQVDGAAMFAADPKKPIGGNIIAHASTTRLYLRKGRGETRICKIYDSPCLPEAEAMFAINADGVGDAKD
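Test system: preformed human Rad51 ssDNA filaments. Compound dosing: single dose, 10 µM final compound. Incubation: filaments 15 min 37 °C, then compound 30 min. Technique: FRET fluorescence dequenching, excitation 485 nm, emission 520 nm. Read-out basis: percent inhibition from fluorescence, normalised to plate control and blank means. Benchmarks: plate controls and plate blanks.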
eIF4E 4G PPI: inhibitors of eIF4E and eIF4G interaction in translation initiation; P63073+Q04637; TR-FRET eIF4E-eIF4GI(517-606) binding, 2 h; inhibition, % at 21.7 µM; 0.37% of 220,000 active;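 active = inhibition above about 30%, limit read from the data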;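 note: 0% = full FRET control wells and 100% = background wells lacking eIF4GI fragment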
zVAD death inh: blocks zVAD induced death of L929 cells; L929 zVAD necroptosis rescue, ATP luminescence, 24 h; with zVAD 60 µM; viability rescue, % at 10 µM; 0.38% of 220,000 active; AID 1377;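 active = activation, scaled between plate controls, above about 75%, limit read from the data; inactive = activation under that limit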;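 note: 0% = zVAD with DMSO and 100% = DMSO alone without zVAD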
14-3-3 Bad inh: disrupts binding of bovine 14-3-3 zeta to phospho-Bad peptide | TR-FRET 14-3-3zeta/Dy647-pBad peptide displacement, 1 h | AID 781 | inhibition, % at 21.7 µM | P63103 | 0.71% of 220,000 active;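 active = inhibition above about 70%, limit read from the data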;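 note: 0% = full 14-3-3 plus peptide FRET controls and 100% = background without 14-3-3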
m-calpain inh: blocks pig calpain II enzyme activity. purified calpain II, fluorogenic peptide substrate, 30 min. 0.37% of 220,000 active. inhibition, % at 16 µM;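 active = inhibition above about 50%, limit read from the data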
EP2 modulator: EP2 receptor (human) modulation; induction, % at 25 µM; P43116; AID 940; 0.83% of 260,000 active; EP2-expressing cells, cAMP HTRF FRET, PGE2 co-stimulation;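 active = compounds whose cAMP rise, as percent of the full-agonist control response, exceeds 60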;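 note: rat C6 glioma line stably carrying human EP2 under a CMV promoter; the protocol text gives 20 µM as final concentration; 100% = response of wells given 1 µM PGE2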
Tb hexokinase: T. brucei hexokinase 1 inhibition; recombinant TbHK1, G6PDH-coupled NADH A340; inhibition, % at 10 µM; 0.11% of 220,000 active; AID 1430;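 active = inhibition of 50% or more in the single-dose primary screen; inactive = inhibition below 50%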
The depositor's hits bear a star; x = not tested or not shown; & = joins results of further samples; [ ] = dose if it differs, or a comment. The list is partial (hit frequency here may not be typical).

SMILES	Hck-Nef inh	PGE2 EP2 inh	Rad51 HR inh	eIF4E 4G PPI	zVAD death inh	14-3-3 Bad inh	m-calpain inh	EP2 modulator	Tb hexokinase
Cc1ccc(C2N(c3ccccc3)C(=S)N3CCCN23)cc1 (stereo not drawn)	-1	4	0	6	-0.4	8[fluorescence artefact?]	2	10	-3
CCn1c(SCC(=O)N2CCc3ccccc3C2)nc2c1c(=O)n(C)c(=O)n2C	2	8	-4	-3[fluorescence artefact?]	-0.3	-5[fluorescence artefact?]	3	2	13
CCOC(=O)c1oc2ccc(CNCCO)c(Cl)c2c1C	14	9	-15	-9	-0.3	-7[fluorescence artefact?]	-24	-11	3
CN(c1ccccc1)S(=O)(=O)c1cccc(C(=O)OCC(=O)NCc2ccco2)c1	26	11	-44	1	1.1	-11	-12	-26	-4
Cc1cc(C)n(C(=O)c2c([N+](=O)[O-])cnn2C)n1	4	10	-4	6[fluorescence artefact?]	0.0	4[fluorescence artefact?]	-17	23	26
CCOc1ccc(NC(=S)NC(C)c2cccs2)cc1 (stereo not drawn)	-4	7	21	-1	-0.7	-12	2	-32	8
C[C@H](NC(=O)c1ccc(Cl)cc1)C(=O)NCCc1ccc(S(N)(=O)=O)cc1	3	9	7	-2	0.4	-9	-11	19	0
COc1ccc(CNC(=O)N[C@H](C(=O)O)C(C)C)cc1OC	24	6	-26	-10	0.2	5	12	12	-3
O=C(COC(=O)c1ccc([N+](=O)[O-])s1)Nc1ncc(C(F)(F)F)cc1Cl	0	10	-61	4	0.7	9[fluorescence artefact?]	-32	0	0
Cc1ccc(C)n1-c1ccc(C(=O)Nc2ccccc2)cc1	4	8	15	1	1.4	-9	-5	6	-5
Cc1cccn2c(=O)c3cc(C(=O)O)n(C)c3nc12	52*	3	x	6	1.4	8[fluorescence artefact?]	-491	25	-24
Cc1ccc(N2C(=O)c3ccccc3C2=O)cc1C	0	23	6	0	0.8	-3	-1	12	-3
CCN(CC)S(=O)(=O)c1ccc(C2CNC(=O)C2)cc1 (stereo not drawn)	20	7	0	-7	0.4	14	-21	0	-3
Fc1ccc(N/N=C/c2ccc(N3CCOCC3)cc2)c(F)c1	17	8	2	1	-1.6	-18	-2	-63	-12
CCOc1ccc(/C=N/NC(=O)CSc2ccccn2)cc1O	-1	11	x	-3	1.6	-5	-7	66*	-31
COc1ccc(CSc2nnc(C)n2N)cc1	0	10	-8	2	1.0	-4	-44	19	0
CC1=C(C)CC(C(=O)NNC(=O)c2ccccc2O)C(C(=O)O)C1 (stereo not drawn)	3	15	-3	-8	2.0	-11	-142	6	-8
COC(=O)C1C(C(C)C)N(c2ccccc2)OC1(C)O (stereo not drawn)	-1	11	3	3[fluorescence artefact?]	0.0	-2	-14	13	2
CCS(=O)(=O)N1CCC(C(=O)Nc2cccc(C(C)=O)c2)CC1	5	0	-3	4	0.1	-2	-14	7	6
C/[N+]([O-])=C\C1C(=O)CCCC1=O	-114	4	-1	0	1.9	-9	-10	19	-3
CC(=O)Nc1ccc(-c2csc(NC(=O)Nc3ccccc3)n2)cc1	34	55*	4	2	19	-5	-43	-57	-6
Cc1cccc(NC2(C(F)(F)F)N=C3SCCN3C2=O)n1 (stereo not drawn)	2	15	x	-17	0.0	-4[fluorescence artefact?]	-10	8	1
Cc1ccc(NC(=O)/C(CN(C)C)=N\O)cc1	2	10	-2	-5	1.1	93*[fluorescence artefact?]	25	10	-6
CCCN(CC(=O)Nc1ccccc1C)C(=O)c1cc(=O)[nH]c2ccccc12	12	9	9	0	-0.9	4	-11	-7	4
COc1cc2c(cc1OC)CN(C(=O)CCN1C(=O)C3CCCCC3C1=O)CC2 (stereo not drawn)	-21	5	0	1	0.1	-2	9	-27	-2
COc1ccc(C[C@H]2CN3C(=NC[C@@H]3Cc3ccccc3)N2CCNC(=O)c2ccc(C)c(Br)c2)cc1	4	18	-3	7	1.3	-6	6	-46	20
O=C1C(C23CC4CC(CC(C4)C2)C3)C(=O)N(c2ccccc2)N1c1ccccc1	-1	-5	-1	6	0.6	7	6	46	0
COc1ccc(NC(=O)C2CCCN(c3nc(C)cc(C)n3)C2)cc1 (stereo not drawn)	18	5	-143	-2	39	-5	-30	-23	-5
CN(C1CCS(=O)(=O)C1)S(=O)(=O)c1ccccc1[N+](=O)[O-] (stereo not drawn)	0	4	7	5	0.1	-8	9	25	13
CCCCCCn1c(N2CCN(c3ccccc3)CC2)nc2c1c(=O)[nH]c(=O)n2C	-3	5	-6	6	0.1	19	14	9	-1
CCC(C)NS(=O)(=O)c1ccc(OCC(=O)NCc2ccccn2)cc1 (stereo not drawn)	19	22&4	-79	2	-1.6	-6	-21	14&-5	-5
CC1(C)Cc2c(sc(/N=C/N3CCCC3)c2C#N)C(C)(C)N1	1	8	-2	2	-0.2	6	1	-10	-35
Cc1ccc(-n2nc(C)c(/C=N/n3c(C)n[nH]c3=S)c2Cl)cc1	20	2	0	8	1.5	22	20	50	6
O=C(COc1ccc2ccccc2c1)NNC(=O)Cc1ccccc1	2	63*	-10	-11[fluorescence artefact?]	0.7	-37	23	-28	3
COC(=O)c1sccc1S(=O)(=O)Nc1ccc(Cl)cc1	8	1	16	-4	0.8	0	6	-3	14
Cc1ccc(N(C(C)C(=O)O)S(=O)(=O)c2c(C)[nH]c(=O)[nH]c2=O)cc1 (stereo not drawn)	1	12	-7	-1[fluorescence artefact?]	1.2	5[fluorescence artefact?]	-25	-3	-4
S=C(Nc1cccc2ccccc12)NC1CCCCC1	20	8	7	-2	-0.7	-8	7	-72	1
COCC(C)Nc1ccc(S(=O)(=O)N2CCCC2)cc1[N+](=O)[O-] (stereo not drawn)	0	6	19	-3	-0.1	-19	-2	6	3
CCCCc1ccc(C(=O)NC(C(=O)O)C(C)C)cc1 (stereo not drawn)	6	12	10	5	0.7	16	-5	26	4
Cc1cc2cc(CN(CCCN3CCOCC3)C(=O)NC3CCCCC3)c(=O)[nH]c2cc1C	1	6	-1	-24	0.2	-4	-64	23	-19
CCO[C@H]1OC(C(=O)N2CCOCC2)=C[C@@H](c2cn(C(C)=O)c3ccccc23)[C@@H]1CCCO	2	11	-8	-3	0.3	17	-6	13	-9
Cc1ccc(O)c(C2=NCCNC(C(F)(F)C(F)F)=C2)c1	-2	3	-5	1	1.2	-7	-45	-10	-37
Cc1cc(C)n(-c2nc3c(c(=O)[nH]c(=O)n3C)n2CCc2ccccc2)n1	3	7	-1	1	0.9	0	-13	14	3
CC(C)c1ccccc1OCC(=O)NN1C(=O)c2ccccc2C1=O	24	4	-27	0	0.1	0	1	49	-4
O=C(Nc1nc(-c2ccc(-c3ccccc3)cc2)cs1)C1=COCCO1	19	4	0	-17	0.1	64	2	-1	-11
COC(=O)c1ccc(C(=O)OC)c(NC(=S)N2CCCCC2)c1	2	3	-6	1[fluorescence artefact?]	-0.4	-6[fluorescence artefact?]	-3	23	-5
Cc1nn(-c2ccccc2)c(C)c1C(=O)OCC(N)=O	15	10	10	-6	1.6	-10	1	8	-2
O=C(CN1CCN(C2CCCCC2)CC1)Nc1ccccc1N1CCCCC1	-5	17	-3	5[fluorescence artefact?]	-0.1	73*	-17	22	-11
COc1ccc2[nH]c(C)c(CCNC(=S)Nc3cccc(C)c3)c2c1	-3	9	x	0[fluorescence artefact?]	x	-8[fluorescence artefact?]	8	-50	-5
CCCCC(=O)N(CCOC)c1nnc(-c2ccccc2C)s1	21	3	0	2	15	-18	24	26	2
COc1ccc(O)c(-c2[nH]ncc2C(=O)c2ccccc2)c1	4	13	0	-3	1.3	-16	-21	-18	-2
COC(=O)c1cccc(NC(=O)C(C)N2C(=O)c3ccccc3C2=O)c1 (stereo not drawn)	0	7	0	11	-0.4	2[fluorescence artefact?]	26	-24	-4
